rCAG RNA binder: binds r(CAG) RNA repeats; r(CAG) RNA repeat, TO-PRO-1 dye displacement fluorescence; inhibition, % at 3 µM; 370,000 tested, 1.3% active;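 active = inhibition above the plate cutoff, the mean of all test compounds on that plate plus 3 SD, cut at about 35% in these data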;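 note: 0% = DMSO alone and 100% = 100 µM mitoxantrone as full dye displacement; higher means more dye released from RNA so lower well fluorescence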
PRMT1 FP inh: blocks human protein arginine methyltransferase 1; Q99873; recombinant PRMT1, activity-based probe fluorescence polarization; inhibition, % at 2.79 µM; 370,000 tested, 1.3% active; AID 652257;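 active = inhibition above about 21% made by adding two undisclosed values, limit read from the data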
HTRA1 inhibitor: HTRA1 (human) protease inhibition. Q92743. recombinant HTRA1, FP-rhodamine activity-based probe, fluorescence polarization. inhibition, % at 5.96 µM. 340,000 tested, 0.5% active. AID 504803; in the data active = inhibition above about 36%;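 note: 0% = enzyme with DMSO and 100% = wells lacking enzyme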
LEDGF integ inh: blocks HIV-1 LEDGF/p75-dependent DNA integration. AID 743269. 370,000 tested, 0.64% active. TR-FRET IN-LEDGF/p75 DNA integration, Eu/Cy5. inhibition, % at 3.7 µM;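 active = inhibition above the screen-wide mean plus 3 SD, cut at about 13% in these data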;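 note: signal is the Cy5 over europium emission ratio at 671 and 618 nm; 0% = plate median of compound wells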
Rev-erbA mod: Rev-erb alpha (human) modulation. 370,000 tested, 0.79% active. Rev-erbα–FITC-DNA binding, fluorescence polarization, 90 min. activity, % at 10 µM. P20393. AID 1259318;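 active = activity above about 14%, limit read from the data; passing the limit was not always enough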;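 note: 0% = DMSO wells with 35 nM protein and 100% = DMSO wells with 750 nM protein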
TCR-CD3 inh: inhibitors of human TCR-CD3 interaction. TAMRA-labeled TCR probe fluorescence, biochemical. inhibition, % at 9.4 µM. 360,000 tested, 0.37% active; in the data active = inhibition above about 19%;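 note: recombinant mutant TCR 2C K166C tagged with TAMRA read by polarization; 0% = receptor in buffer alone and 100% = receptor with positive control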
mABHD4 FP: inhibits mouse alpha/beta hydrolase domain 4; Q8VD66; purified mABHD4, FP-Rh probe fluorescence polarization; inhibition, % at 8.92 µM; 370,000 tested, 0.54% active;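 active = inhibition exceeding the mean over every tested compound plus 3 SD, cut at about 30% in these data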;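 note: 0% = plate median of compound wells and 100% = S159A mutant with DMSO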
Target sequence (Q8VD66 whole entry, looked up, the tested form may be a part): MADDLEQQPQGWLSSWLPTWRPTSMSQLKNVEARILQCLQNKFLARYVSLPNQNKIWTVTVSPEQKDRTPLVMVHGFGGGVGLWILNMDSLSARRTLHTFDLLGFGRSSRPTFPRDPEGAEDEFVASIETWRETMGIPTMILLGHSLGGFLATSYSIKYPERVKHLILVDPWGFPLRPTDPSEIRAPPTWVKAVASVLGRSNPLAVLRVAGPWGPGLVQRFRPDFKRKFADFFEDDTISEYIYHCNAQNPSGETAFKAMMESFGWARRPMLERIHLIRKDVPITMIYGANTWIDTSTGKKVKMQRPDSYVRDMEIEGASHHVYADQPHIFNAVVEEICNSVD
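System: mouse ABHD4 enzyme, wild type / Medium: HEPES pH 7.0, NaCl, Pluronic buffer / Reagent: FP-Rh activity-based fluorescent probe / Control set: S159A mutant high control, sample median low control / Detection: fluorescence polarization with parallel and perpendicular emission, 525/598 nm / Schedule: 45 min + 60 min at 25 °C / Compound dosing: 8.92 µM, single dose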
SIAE primary: human SIAE inhibition, primary screen. Q9HAT2. SIAE FP-Rh probe binding, fluorescence polarization. inhibition, % at 9.66 µM. 370,000 tested, 0.69% active;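 active = inhibition above a cutoff: mean of compounds within the control limits plus 3 SD of those, cut at about 17% in these data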;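 note: 0% = plate median of compound wells and 100% = probe without SIAE protein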
TDP2 absorb: TDP2 (human) inhibition, absorbance primary screen | O95551 | recombinant TDP2, T5PNP hydrolysis, p-nitrophenol absorbance 415 nm | inhibition, % at 12.8 µM | 370,000 tested, 0.34% active | AID 720702;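 active = inhibition above the mean of all tested compounds plus 3 SD, set per campaign, cut at about 25% in these data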;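 note: 0% = DMSO with enzyme and 100% = buffer with substrate but no TDP2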
Target sequence (O95551 whole entry, looked up): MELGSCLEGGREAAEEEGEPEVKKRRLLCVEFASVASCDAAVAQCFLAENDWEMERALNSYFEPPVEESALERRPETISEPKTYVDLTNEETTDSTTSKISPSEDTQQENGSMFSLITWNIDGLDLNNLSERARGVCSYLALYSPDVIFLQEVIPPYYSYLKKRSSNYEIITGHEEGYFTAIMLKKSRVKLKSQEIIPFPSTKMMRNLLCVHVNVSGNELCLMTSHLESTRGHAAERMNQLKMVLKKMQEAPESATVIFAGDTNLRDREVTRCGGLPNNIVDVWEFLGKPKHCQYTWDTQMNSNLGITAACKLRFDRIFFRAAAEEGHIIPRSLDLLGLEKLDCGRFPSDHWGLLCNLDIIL
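Read-out basis: percent inhibition. System: recombinant human TDP2. Buffer or medium: Mg2+-containing Tris-HCl buffer, pH 7.5. Repeats: single replicate. Timing: reaction 2 h, 37 °C. Benchmarks: high control without enzyme, low control DMSO plus TDP2. Probe or stimulus: 5 mM T5PNP. Doses: 12.8 µM only. Measured by: epi absorbance of p-nitrophenol freed from T5PNP by hydrolysis.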
PG9 Ab binder: small molecules binding HIV-1 gp120 antibody PG9; inhibition, % at 6.7 µM; AID 624416; TR-FRET gp120-PG9 antibody binding; 360,000 tested, 0.43% active; in the data active = inhibition above about 8.5%
* hit, by the source's call; / = no result given. An excerpt, so the mix of outcomes need not match the whole.

SMILES	rCAG RNA binder	PRMT1 FP inh	HTRA1 inhibitor	LEDGF integ inh	Rev-erbA mod	TCR-CD3 inh	mABHD4 FP	SIAE primary	TDP2 absorb	PG9 Ab binder
O=[N+]([O-])c1ccc(N2CCN(CCO)CC2)cc1Sc1nc2ccccc2[nH]1	5	-1	-3	-3	2	6	-2	0	-7	-1.5
CCN(CC(=O)Nc1ccc(C#N)cc1)CC(=O)Nc1ccc2c(c1)OCCO2	18	1	1	2	2	2	-4	11	3	-0.9
COc1ccc(-c2cc(C)no2)cc1S(=O)(=O)Nc1cccc(CN2CCCC2)c1	5	-1	-4	0	3	5	5	-5	5	-0.1
COc1ccc(C2NC(=O)C(=O)/C2=C(\O)c2ccc(Cl)cc2)cc1OC (configuration not stated)	5	2	2	2	5	3	8	0	4	-0.5
Cc1cc([N+](=O)[O-])ccc1NS(=O)(=O)c1ccccc1	2	0	-1	1	-3	4	-2	-3	6	-2.2
O=C1NC[C@@H](CCCCN2C[C@H](Cc3ccccc3)N(CCc3ccc(O)cc3)C(=O)C2=O)N(Cc2ccccc2)C1=O	2	-3	/	-1	0	3	3	-4	4	0.5
C/C(=N\NC(=O)C1CC1)c1ccc(C)c(C)c1	0	0	2	-1	-4	4	9	14	0	-0.5
CC(=O)c1cccc(NC(=O)/C=C/c2ccc([N+](=O)[O-])s2)c1	4	-4	1	2	-6	3	-3	3	1	-0.1
O=[N+]([O-])c1ccc(CN2CCN(c3ccc(Cl)cc3)CC2)o1	-3	3	-3	-1	0	6	10	2	12	0.6
CSc1ccc(Cl)c(C(=O)NC2CCCC2)c1	-1	-1	-1	-3	-2	2	4	0	-13	-0.1
Cc1ccnc(NC(=O)CCc2c(C)nc3ncnn3c2C)c1	-1	3	-2	-1	2	-6	9	2	0	1.7
Cc1nnc(SCC(=O)NC2CCCCC2)s1	0	-1	5	-4	-1	7	-2	-3	-9	-1.5
Cc1cccc(NC(=O)C2CCN(C(=O)c3ccc(Cl)cc3)CC2)n1	-8	2	0	-1	-1	-4	-2	10	-4	2.6
COc1cc(C(=O)NCCSc2ccc(Br)cc2)cc(OC)c1OC	-8	-2	-3	0	4	-1	-3	2	5	-1.7
CCOC(=O)c1c(NC(=O)CSc2nnc(-c3c[nH]c4ccccc34)n2CC)sc2c1CCCC2	4	0	-2	-3	4	10	-1	-5	3	1.2
Cc1cc(Cl)ccc1C(=O)C1CCCN(C(=O)c2cccc(N3CCCC3=O)c2)C1 (configuration not stated)	-9	-1	-3	-1	2	8	-1	0	0	-2.5
CCOC(=O)c1c(-c2ccc(C)o2)csc1NC(=S)NC(=O)c1ccccc1Br	28	55*	-60	2	-2	6	-53	-12	1	-1.3
CC#CCCCC(=O)Nc1ccc(C(=O)O)cc1	0	-1	-2	5	0	-1	-6	1	-2	-3.4
CSc1cccc(NC(=S)N(CCCN2CCCC(C)C2)Cc2cccs2)c1 (configuration not stated)	-1	0	5	-5	-2	-1	-1	5	-10	1.2
CCCCN(C)C(=O)Cn1nc(Cc2ccncc2)c2ccccc2c1=O	-7	-1	2	-4	0	3	4	5	5	-2.1
COc1ccc(SCCc2nnc(-c3ccccc3)o2)cc1	-5	4	-5	1	5	-3	-2	3	-5	-2.1
O=C(O)c1cccc(CSc2nnc(-c3ccc(Cl)cc3)o2)c1	15	7	-3	-4	-2	-6	-4	0	-1	-2.2
Cc1ccc2nc(C3CCCN3Cc3nc(CCC(C)C)no3)[nH]c2c1 (configuration not stated)	-7	-1	-1	2	-5	10	-3	-2	-2	0.9
CCOC(=O)c1ccc(NC(=O)COc2ccccc2CNCCc2ccccc2)cc1	14	-1	-31	-3	-13	3	-5	-1	5	-1.6

Rewritten in markdown: 11 of the compounds above.
| SMILES | rCAG RNA binder | PRMT1 FP inh | HTRA1 inhibitor | LEDGF integ inh | Rev-erbA mod | TCR-CD3 inh | mABHD4 FP | SIAE primary | TDP2 absorb | PG9 Ab binder |
| --- | --- | --- | --- | --- | --- | --- | --- | --- | --- | --- |
| O=C1NC[C@@H](CCCCN2C[C@H](Cc3ccccc3)N(CCc3ccc(O)cc3)C(=O)C2=O)N(Cc2ccccc2)C1=O | 2 | -3 | / | -1 | 0 | 3 | 3 | -4 | 4 | 0.5 |
| C/C(=N\NC(=O)C1CC1)c1ccc(C)c(C)c1 | 0 | 0 | 2 | -1 | -4 | 4 | 9 | 14 | 0 | -0.5 |
| CC(=O)c1cccc(NC(=O)/C=C/c2ccc([N+](=O)[O-])s2)c1 | 4 | -4 | 1 | 2 | -6 | 3 | -3 | 3 | 1 | -0.1 |
| O=[N+]([O-])c1ccc(CN2CCN(c3ccc(Cl)cc3)CC2)o1 | -3 | 3 | -3 | -1 | 0 | 6 | 10 | 2 | 12 | 0.6 |
| CSc1ccc(Cl)c(C(=O)NC2CCCC2)c1 | -1 | -1 | -1 | -3 | -2 | 2 | 4 | 0 | -13 | -0.1 |
| Cc1ccnc(NC(=O)CCc2c(C)nc3ncnn3c2C)c1 | -1 | 3 | -2 | -1 | 2 | -6 | 9 | 2 | 0 | 1.7 |
| Cc1nnc(SCC(=O)NC2CCCCC2)s1 | 0 | -1 | 5 | -4 | -1 | 7 | -2 | -3 | -9 | -1.5 |
| Cc1cccc(NC(=O)C2CCN(C(=O)c3ccc(Cl)cc3)CC2)n1 | -8 | 2 | 0 | -1 | -1 | -4 | -2 | 10 | -4 | 2.6 |
| COc1cc(C(=O)NCCSc2ccc(Br)cc2)cc(OC)c1OC | -8 | -2 | -3 | 0 | 4 | -1 | -3 | 2 | 5 | -1.7 |
| CCOC(=O)c1c(NC(=O)CSc2nnc(-c3c[nH]c4ccccc34)n2CC)sc2c1CCCC2 | 4 | 0 | -2 | -3 | 4 | 10 | -1 | -5 | 3 | 1.2 |
| Cc1cc(Cl)ccc1C(=O)C1CCCN(C(=O)c2cccc(N3CCCC3=O)c2)C1 (configuration not stated) | -9 | -1 | -3 | -1 | 2 | 8 | -1 | 0 | 0 | -2.5 |

Next section.
SMILES	rCAG RNA binder	PRMT1 FP inh	HTRA1 inhibitor	LEDGF integ inh	Rev-erbA mod	TCR-CD3 inh	mABHD4 FP	SIAE primary	TDP2 absorb	PG9 Ab binder
CSc1ccc(C(=O)C2CCCN(C(=O)c3cc(C)n(C)n3)C2)cc1 (configuration not stated)	-5	0	1	-1	1	12	5	2	21	0.1
Cc1cc(Cl)ccc1NC(=O)Cn1cncn1	0	0	-6	5	3	3	0	-2	-1	-0.4
Cc1nnc(Sc2cc(C(=O)NCc3ccco3)c3ccccc3n2)s1	4	-1	0	-3	-2	4	0	10	-3	-0.1
CC(=O)c1ccc(Sc2nnnn2-c2ccccc2)c([N+](=O)[O-])c1	3	1	4	0	3	3	1	4	8	-2.9
Cc1cccc(-n2c(Cc3cc(=O)[nH]c(=O)[nH]3)nnc2SCC(=O)N2CCCCC2)c1	0	2	7	-2	3	5	1	-7	8	0.3
C=CCN(CC=C)Cc1cc(=O)oc2cc(C)cc(C)c12	4	-2	/	7	8	-13	-7	3	-8	-3.2
CC1CC=C(O)C12OCC(C)(C)CO2 (configuration not stated)	-1	2	1	-1	11	-3	-2	-2	3	1.5
O=C(c1ccc(Cl)cc1)N(c1ccccn1)C1CCCCC1	-4	-3	6	2	-7	-5	-7	-7	-19	0.4
COc1ccc(C(=O)N2CCN(S(=O)(=O)c3ccc(F)cc3)CC2)cc1OC	-5	-1	2	-2	3	4	1	-4	6	-2.2
N#Cc1c(N)nc(N2CCCC2)c(C#N)c1-c1ccc(Cl)cc1	1	2	7	2	146*	-5	-3	7	-8	25*
CC(=O)N1CCCC(C)(C(=O)Nc2ccc3nc(C)ccc3c2)C1 (configuration not stated)	1	-3	/	-1	-5	3	0	2	7	-1.3
CC1(c2ccccc2)NC(=O)N(CC(=O)Nc2ccc3c(c2)CCC3)C1=O (configuration not stated)	-1	1	-10	1	5	8	-3	-2	4	-1.4
CCOC(=O)C1CCN(C(=O)C2(NC(=O)Nc3ccc(F)cc3F)CCCCC2)CC1	-2	-3	9	-1	2	0	-1	-5	8	1.3
CCN1C(=O)[C@H]2[C@H]3CN=C(SCc4ccc(Cl)cc4)N3[C@@](Cc3ccccc3)(C(=O)OC)[C@H]2C1=O	2	4	-17	0	-2	4	0	-2	-6	0.3
O=C(CCS(=O)(=O)c1ccc(Br)cc1)NC1CCCCCC1	-6	3	-4	-5	3	-2	-1	1	-11	2.9
Cc1[nH]nc(SCC(=O)NCc2ccc(Cl)cc2)c1[N+](=O)[O-]	5	-1	0	-1	-1	-1	-10	-3	-7	-1.8
CC(C)n1nc(C(=O)Oc2ccc(Cl)cc2)c2ccccc2c1=O	-2	-1	-2	-1	-3	0	2	4	16	0.2
CCCOc1ccc(NC2=CC(=O)CC(C)(C)C2)cc1	-6	0	1	-3	0	8	4	-3	-4	-0.2
C=Cc1ccc(C(=O)Nc2nnc(-c3cccnc3)s2)cc1	7	-3	/	-1	-13	/	-10	13	5	/
O=C(NCc1ccco1)C1CCCN(S(=O)(=O)Cc2ccccc2)C1 (configuration not stated)	-3	2	1	-3	-6	2	5	1	8	0.3
N=c1c(C(=O)NCCc2ccccc2)cc2c(=O)n3ccccc3nc2n1CC1CCCO1 (configuration not stated)	5	-4	-4	2	-5	0	3	13	2	0.7
Cc1ccnc(Cc2ccccc2)n1	-2	2	5	0	0	8	6	4	-2	0.0

Assay outcomes deposited in PubChem by several laboratories.
